# GRK2 aptamer HTS = compounds blocking aptamer binding on GRK2 – biochemical, human GRK2, bead flow cytometry, HTS, primary screen; Beta-adrenergic receptor kinase 1 (Homo sapiens), P25098; inhibition of aptamer binding, % at 10 µM; FAM-aptamer displacement from GRK2; hit rate 0.59% among 330,000;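 active = inhibition of aptamer binding above 40%, roughly 3 SD of noise, on plates passing a quality check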;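 also: median bead fluorescence of bound FAM aptamer so fluorescent compounds give negative values; no value below 0 was filed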
# BCLXL inh = inhibitors of human Bcl-xL, primary screen, biochemical, fluorescence polarization, HTS; Bcl-2-like protein 1 (Homo sapiens), Q07817; GST-Bcl-xL / FITC-Bim BH3 peptide fluorescence polarization; inhibition, % at 10.9 µM; hit rate 0.7% among 320,000;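 active = inhibition above the mean of all tested compounds plus 3 SD, cutoff set per campaign, cut at about 30% in these data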;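 also: 0% = DMSO wells and 100% = unlabeled Bim-BH3 peptide competitor; inhibitors lower millipolarization by displacing the labeled peptide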
# Target sequence (Q07817 whole entry, looked up): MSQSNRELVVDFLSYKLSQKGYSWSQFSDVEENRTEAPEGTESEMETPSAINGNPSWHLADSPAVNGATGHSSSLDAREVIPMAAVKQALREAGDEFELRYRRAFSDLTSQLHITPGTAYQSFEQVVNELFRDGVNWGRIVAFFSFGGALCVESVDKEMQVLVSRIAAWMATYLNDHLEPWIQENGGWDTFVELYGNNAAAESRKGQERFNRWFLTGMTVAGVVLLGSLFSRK
# Efflux pump mplx = inhibitors of Candida efflux pumps in yeast, primary screen, S. cerevisiae, Nile Red, multiplex. AID 485275, 2010. S. cerevisiae Candida pump triplex. inhibition, % at 10 µM. hit rate 0.44% among 330,000;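 active = plate passing quality check with inhibition over a set limit, or well fluorescence over plate mean plus 4 SD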;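 also: Nile Red retained in pooled yeast measured as flow cytometry median fluorescence; 0% = buffer negative control and 100% = Enniatin B positive control; higher means more Nile Red kept so more efflux inhibition; some compounds called inactive have numbers as strong as hits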
# PME-1 inh = PME-1 inhibitors via competitive probe labeling, primary screen, biochemical, fluorescence polarization, FP-Rh probe, HTS. Protein phosphatase methylesterase 1 (Homo sapiens), Q9Y570. recombinant PME-1. inhibition, % at 5.9 µM. hit rate 0.53% among 320,000. AID 2130, 2009;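 active = inhibition above the campaign mean of all compounds plus 3 SD, cut at about 26% in these data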;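 also: competitive labeling of PME-1 active site by serine hydrolase directed probe; 0% = PME-1 with DMSO and 100% = wells lacking PME-1 enzyme; inhibitors block probe labeling so polarization falls and inhibition rises; many of its hits are not listed in these tables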
# Target sequence (Q9Y570 whole entry, looked up): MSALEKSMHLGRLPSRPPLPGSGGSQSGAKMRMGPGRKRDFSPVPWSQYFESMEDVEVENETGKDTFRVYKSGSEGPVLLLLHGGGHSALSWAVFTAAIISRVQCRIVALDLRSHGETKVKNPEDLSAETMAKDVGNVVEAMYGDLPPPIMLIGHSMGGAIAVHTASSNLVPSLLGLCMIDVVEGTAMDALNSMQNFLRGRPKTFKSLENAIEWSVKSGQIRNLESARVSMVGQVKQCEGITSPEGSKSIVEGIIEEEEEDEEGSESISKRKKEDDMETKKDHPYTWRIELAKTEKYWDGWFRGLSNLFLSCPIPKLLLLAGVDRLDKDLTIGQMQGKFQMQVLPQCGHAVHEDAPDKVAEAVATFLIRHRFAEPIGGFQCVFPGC
# MEX-5 binding = MEX-5 zinc finger RNA-binding disruptors – biochemical, C. elegans, fluorescence polarization, MLPCN library, primary screen | Zinc finger protein mex-5 (Caenorhabditis elegans), Q9XUB2 | MEX-5/FITC-TCR2 RNA binding; stronger effect = lower value | activity score (negative = inhibition of binding), % at 10 µM | hit rate 0.38% among 300,000;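 active = inhibition past about -25% in most replicates, and total fluorescence under double the plate's negative control median, limit read from the data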;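 also: 0% = DMSO and -100% = 5 µM competing unlabeled TCR2 RNA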
# VLA-4 inh = inhibition in human VLA-4 binding assay, primary screen, VLA-4 allosteric modulator project, MLPCN library, flow cytometry, VLA-4 expressing cells | ligand binding flow cytometry | Integrin alpha-4 (Homo sapiens), P13612 | hit rate 0.2% among 330,000 | inhibition, % (about 7 µM as worked out from the volumes in the protocol); in the data active = inhibition above about 50%
# MCL1-BIM inh = inhibitors of MCL1 binding to BIM-BH3, primary screen, biochemical, fluorescence polarization; Induced myeloid leukemia cell differentiation protein Mcl-1 (Homo sapiens), Q07820; GST-MCL1 / FITC-Bim-BH3 fluorescence polarization; inhibition, % at 10.9 µM; hit rate 0.68% among 320,000; AID 2057, 2009;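 active = inhibition above the mean inhibition of all tested compounds plus 3 SD, set per campaign, cut at about 40% in these data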;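 also: 0% = DMSO wells and 100% = unlabeled Bim-BH3 peptide control; higher means more loss of mP so more displacement of Bim peptide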
# Target sequence (Q07820 whole entry, looked up): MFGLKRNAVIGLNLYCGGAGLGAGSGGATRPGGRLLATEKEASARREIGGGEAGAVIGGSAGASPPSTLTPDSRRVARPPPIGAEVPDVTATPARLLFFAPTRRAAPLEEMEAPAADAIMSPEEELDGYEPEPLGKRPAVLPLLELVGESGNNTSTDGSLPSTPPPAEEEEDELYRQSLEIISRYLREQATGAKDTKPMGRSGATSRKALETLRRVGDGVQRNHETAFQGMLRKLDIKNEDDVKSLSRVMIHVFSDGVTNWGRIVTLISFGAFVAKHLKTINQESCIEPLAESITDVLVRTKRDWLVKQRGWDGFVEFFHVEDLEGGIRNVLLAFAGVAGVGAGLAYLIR
# GLD-1 RNA inh = GLD-1/TGE RNA complex disruptors, primary screen, biochemical, fluorescence polarization; hit rate 0.44% among 320,000; Female germline-specific tumor suppressor gld-1 (Caenorhabditis elegans), Q17339; purified GLD-1 + fluorescein TGE RNA; inhibition, % at 5.96 µM;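 active = percent inhibition above a per-plate cutoff, the plate mean of test compounds plus 3 SD, cut at about 30% in these data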;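 also: 0% = DMSO wells with GLD-1 and probe and 100% = wells lacking GLD-1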
# Fam108B inh = mouse Fam108B serine hydrolase inhibitors, primary screen, counter-screen for RBBP9 inhibitor project, biochemical, fluorescence polarization. recombinant Fam108B, FP-Rh probe fluorescence polarization. inhibition, % at 9.51 µM. hit rate 0.33% among 300,000. AID 1947, 2009;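 active = inhibition above the screen mean inhibition plus 3 SD, computed separately per campaign, cut at about 18% in these data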;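 also: inhibitors lower polarization as less probe binds the enzyme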
# An asterisk follows results filed as active; nt = not tested or not shown. Only part of the results is shown, so the mix of outcomes need not match the whole.
SMILES,GRK2 aptamer HTS,BCLXL inh,Efflux pump mplx,PME-1 inh,MEX-5 binding,VLA-4 inh,MCL1-BIM inh,GLD-1 RNA inh,Fam108B inh
COc1ccc(-c2noc(CCC(=O)N3CCC(C)CC3)n2)cc1,2,4,0.0,2,1.1,-3,10,5,1
CCNC(=O)CC1C(=O)N(c2ccc(F)cc2)C(=O)N1CCc1sccc1C (stereo unspecified),1,8,-0.1,4,-0.9,10,1,5,3
O=C(CSc1nc2ccccc2c(=O)n1CCCN1CCOCC1)Nc1cccc(S(=O)(=O)N2CCCCCC2)c1,0,5,-0.2,4,-2.4,20,0,0,-1
O=C(NC(=S)N1CCN(C2CCCCC2)CC1)c1ccccc1,0,4,0.0,-4,0.8,4,5,-4,-2
Clc1ccc2oc(-c3ccccn3)nc2c1,0,-7,-0.1,-7,0.5,-9,-18,-16,4
CN1CCN(C(=O)c2cc(COc3ccc(F)cc3Cl)on2)CC1c1ccccc1 (stereo unspecified),2,8,0.0,-12,1.8,0,0,3,-1
Cc1ccc(C)c(-n2cc(CNC(C)Cn3cncn3)c(-c3ccccc3)n2)c1 (stereo unspecified),0,2,-0.1,2,2.8,2,1,1,-1
O=C(O)c1ccccc1C(=O)N1CCN(S(=O)(=O)c2cccc(C(F)(F)F)c2)CC1,2,nt,0.5,nt,nt,0,nt,-3,nt
Cc1cccc(OCCC(=O)Nc2ccc(N3CCOCC3)cc2N2CCOCC2)c1,0,3,0.0,-1,nt,50*,10,-4,nt
COC(=O)CN1C(=O)N/C(=C/c2cc(Cl)c(OC)c(OC)c2)C1=O,0,-2,-0.1,-2,1.6,8,-4,2,-4
O=c1[nH]c(-c2ccc(F)cc2)nc2c1sc(=S)n2-c1ccccc1,0,8,0.0,10,-3.0,7,7,-27,4
O=C(Nc1cccnc1)c1ccc(Oc2ccccc2)cc1,0,0,0.0,-5,-1.4,-4,-8,7,4
O=S(=O)(c1ccccc1)N1CCN(c2ccnc3cc(Cl)ccc23)CC1,1,7,0.1,0,2.9,14,4,-5,-9
CCN(CC)S(=O)(=O)c1ccc(C(=O)OCn2c(SC)nnc(C)c2=O)cc1,0,-1,0.0,1,0.6,33,3,-1,1
COc1ccc(NC(=O)c2ccc([N+](=O)[O-])o2)cc1,2,5,-0.2,2,-0.3,1,6,-3,-2
CC(C)c1ccc(-c2nnn(Cc3nc4ccccc4s3)n2)cc1,2,6,-0.1,2,-1.7,9,3,6,-5
COCCOC(=O)c1c(C)oc2cc(Br)c(OCC(N)=O)cc12,0,1,0.0,8,1.3,13,3,3,-1
Cc1nc2ccccc2c2c1C(=O)N(C(C)C)C2=O,0,6,-0.1,-1,0.4,9,-1,5,4
CN(C)c1ccc(/C=N/n2c(-c3ccccc3Br)n[nH]c2=S)cc1,nt,-25,-0.1,5,2.6,1,-16,0,-1
Cc1cc(C)cc(NC(=O)C(c2ccccc2)N2CCCC2)c1 (stereo unspecified),0,8,-0.1,0,2.9,4,13,1,-1
Cc1ccc(OCC(=O)N2CCN(S(=O)(=O)c3ccc(Cl)cc3)CC2)c([N+](=O)[O-])n1,4,6,0.3,11,-1.7,5,-5,11,0
CCOc1ccc(N2C(=O)c3cccnc3C2Nc2ccc(C)c(C)c2)cc1 (stereo unspecified),6,3,0.0,4,0.1,13,4,-1,2
Cc1ccc(Cl)c(OCC(=O)OCC(=O)NC2CCCc3ccccc32)c1 (stereo unspecified),1,1,0.0,5,-0.3,1,-6,-7,-1
COc1cc(CNCCc2c[nH]c3ccccc23)ccc1OCc1ccc(F)cc1,0,1,-0.1,7,-2.0,14,-6,5,2
Cc1cccc(-n2c(C)cc(C(=S)N3CCOCC3)c2C)c1C,0,9,-0.2,-15,0.1,-15,12,1,3
CC1CCN(C(=O)/C(=C\c2ccccc2F)NC(=O)c2ccccc2)CC1,3,3,0.1,1,0.4,-1,-1,-1,-2
CC(OC(=O)Cc1c(F)cccc1Cl)C(=O)NCCC1=CCCCC1 (stereo unspecified),2,7,0.0,4,-2.5,31,9,2,-8
COC(=O)c1ccc(S(=O)(=O)N2Cc3ccccc3C2)cc1,2,2,-0.1,-4,-3.0,0,-3,5,-4
N#CCC(=O)N/N=C/c1cc([N+](=O)[O-])ccc1N1CCOCC1,0,6,0.1,1,-2.0,11,1,10,3
CN(C)/N=C1\CCS(=O)(=O)c2sccc21,2,3,0.2,5,0.8,12,-6,2,1
C/C=C/c1ccc(OCCCCN2CC(C)CC(C)C2)c(OC)c1 (stereo unspecified),1,1,0.0,-1,1.1,2,-5,-1,5
CCOc1ccc(-c2nc(N)ncc2Oc2ccccc2Br)c(O)c1,0,5,0.1,-2,-0.1,-1,-1,-2,2
CN1C(=O)CC(N2CCN(CC(N)=O)CC2)C1=O (stereo unspecified),0,3,-0.1,2,1.6,3,-2,5,1
O=C(/C=C/c1c(F)cccc1Cl)c1ccc(F)cc1,0,4,0.0,-6,0.0,15,6,2,-11
COc1ccc(-c2cnn3cc(-c4cccc(Cl)c4)cnc23)cc1,0,3,0.6,0,-0.3,7,2,-1,1
O=C(Nc1ccon1)Nc1cccc(Cl)c1Cl,3,0,0.5,-7,1.8,17,2,4,-4
O=C(COC(=O)c1ccc([N+](=O)[O-])o1)NCc1ccccc1,0,nt,0.1,nt,nt,-1,nt,4,nt
S=C(NCc1ccco1)Nc1ccc(Br)cc1Cl,2,4,-0.1,3,1.7,6,6,1,1
O=C(NCCc1cccc(F)c1)/C(=C/c1cccnc1)NC(=O)c1ccccc1,0,1,0.0,0,2.7,4,-2,-7,0
O=C(COC(=O)CSc1nnc(-c2ccc(Cl)cc2)o1)Nc1cc(Cl)ccc1Cl,0,-9,0.0,0,-5.0,-5,1,-3,-6
COc1cc(/C=N/Nc2ncc(C(F)(F)F)cc2Cl)cc(OC)c1O,3,5,-0.1,13,0.4,5,14,0,7
Cc1c(NCc2nc3ccccc3[nH]2)c(=O)n(-c2ccccc2)n1C,2,1,0.0,3,0.7,-7,55*,-4,-2
COC(=O)c1ccc(CNCC(O)COc2ccc(-c3ccccc3)cc2)cc1 (stereo unspecified),0,-4,0.1,-5,1.6,10,-4,-6,-11
Cc1ccc(NC(=O)c2c([N+](=O)[O-])cnn2C)cc1C,0,3,-0.2,-8,0.7,32,-5,7,-2
NC(=O)c1ccc(NC(=O)Nc2ccc3c(c2)OCO3)cc1,0,2,0.0,5,-1.7,-20,0,-2,-2
Cn1c(CNC(=O)c2ccc(F)cc2)nc2ccccc21,0,5,0.0,-3,2.0,16,1,1,1
COCc1nnc(NC(=O)CSc2ccc(C)cc2)s1,2,2,-0.1,-1,-0.7,-11,8,4,1
COc1ccc(OC)c(CN2CCN(C(=O)c3ccco3)CC2)c1,5,4,-0.1,-3,0.1,3,-1,-4,1
O=C(NC1CCCCNC1=O)c1ccco1 (stereo unspecified),2,4,-0.1,4,3.1,2,5,-1,-1
CCCCN(C(=O)C1CC(=O)N(c2ccc(OC)cc2OC)C1)c1c(N)n(CC(C)C)c(=O)[nH]c1=O (stereo unspecified),1,-5,0.1,5,1.9,-1,-27,-1,-4
O=S(=O)(Nc1c(S(=O)(=O)c2ccccc2)c2nc3ccccc3nc2n1C1CCCCC1)c1ccccc1,3,5,0.1,-10,0.0,11,3,7,3
CCOc1cc(/C=N/NC(=O)Cn2nc([N+](=O)[O-])cc2C)cc(Br)c1OCc1ccccc1C,0,5,-0.1,-7,0.4,17,6,7,-21
CCOC(=O)c1sc(NC(C)=O)nc1C,0,0,-0.1,-6,-0.1,-7,5,1,-1
CCOC(=O)Cc1csc(NC(=S)NC(=O)c2cccc([N+](=O)[O-])c2)n1,0,3,0.2,-4,1.0,nt,4,7,2
COc1ccc(CNC(=O)Cn2nnc(-c3ccc(NC(=O)C4CCCCC4)cc3)n2)cc1,0,6,-0.1,0,3.7,-2,2,1,-5
N#Cc1c2n(c(=S)n(-c3ccccc3[N+](=O)[O-])c1=O)CCCCC2,0,2,0.3,2,-0.9,7,4,-8,-3
Cc1ccsc1C(=O)NCC(=O)OCc1ccccc1,2,4,1.3,-1,1.8,5,-8,5,-4
CCOc1ccc(N2C(=O)Nc3ccccc3C2(O)C(=O)NCc2ccc(C)cc2)cc1 (stereo unspecified),2,-1,0.0,-3,0.2,8,-4,1,-1
Cc1ccnc(Nc2nc(-c3sc(C)nc3C)cs2)c1,4,4,-0.1,14,-0.3,9,-8,3,-1
CN(Cc1cccs1)C(=O)c1ccc(S(=O)(=O)NCc2ccco2)cc1,20,7,0.1,-4,0.5,20,6,6,-1

# Molecules from the list above with two or more sulfur atoms (9):
SMILES,GRK2 aptamer HTS,BCLXL inh,Efflux pump mplx,PME-1 inh,MEX-5 binding,VLA-4 inh,MCL1-BIM inh,GLD-1 RNA inh,Fam108B inh
O=C(CSc1nc2ccccc2c(=O)n1CCCN1CCOCC1)Nc1cccc(S(=O)(=O)N2CCCCCC2)c1,0,5,-0.2,4,-2.4,20,0,0,-1
O=c1[nH]c(-c2ccc(F)cc2)nc2c1sc(=S)n2-c1ccccc1,0,8,0.0,10,-3.0,7,7,-27,4
CCN(CC)S(=O)(=O)c1ccc(C(=O)OCn2c(SC)nnc(C)c2=O)cc1,0,-1,0.0,1,0.6,33,3,-1,1
CN(C)/N=C1\CCS(=O)(=O)c2sccc21,2,3,0.2,5,0.8,12,-6,2,1
COCc1nnc(NC(=O)CSc2ccc(C)cc2)s1,2,2,-0.1,-1,-0.7,-11,8,4,1
O=S(=O)(Nc1c(S(=O)(=O)c2ccccc2)c2nc3ccccc3nc2n1C1CCCCC1)c1ccccc1,3,5,0.1,-10,0.0,11,3,7,3
CCOC(=O)Cc1csc(NC(=S)NC(=O)c2cccc([N+](=O)[O-])c2)n1,0,3,0.2,-4,1.0,nt,4,7,2
Cc1ccnc(Nc2nc(-c3sc(C)nc3C)cs2)c1,4,4,-0.1,14,-0.3,9,-8,3,-1
CN(Cc1cccs1)C(=O)c1ccc(S(=O)(=O)NCc2ccco2)cc1,20,7,0.1,-4,0.5,20,6,6,-1

# Screening results from PubChem.
